Compound activity deposited in PubChem BioAssay by Fisher Drug Discovery Resource Center.
mcGAS MS inh: mouse cGAS inhibition by mass spec; Q8C6L5; recombinant mouse cGAS, cGAMP by RapidFire MS; inhibition, % at 12.5 µM; 130,000 compounds, 0.18% hits;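 active means inhibition of cGAS enzyme activity at or above 60%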;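 further: enzyme stimulated by 45 bp dsDNA with ATP and GTP substrates; cGAMP share of summed cGAMP plus half ATP and half GTP signals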
Target sequence (Q8C6L5 whole entry, looked up): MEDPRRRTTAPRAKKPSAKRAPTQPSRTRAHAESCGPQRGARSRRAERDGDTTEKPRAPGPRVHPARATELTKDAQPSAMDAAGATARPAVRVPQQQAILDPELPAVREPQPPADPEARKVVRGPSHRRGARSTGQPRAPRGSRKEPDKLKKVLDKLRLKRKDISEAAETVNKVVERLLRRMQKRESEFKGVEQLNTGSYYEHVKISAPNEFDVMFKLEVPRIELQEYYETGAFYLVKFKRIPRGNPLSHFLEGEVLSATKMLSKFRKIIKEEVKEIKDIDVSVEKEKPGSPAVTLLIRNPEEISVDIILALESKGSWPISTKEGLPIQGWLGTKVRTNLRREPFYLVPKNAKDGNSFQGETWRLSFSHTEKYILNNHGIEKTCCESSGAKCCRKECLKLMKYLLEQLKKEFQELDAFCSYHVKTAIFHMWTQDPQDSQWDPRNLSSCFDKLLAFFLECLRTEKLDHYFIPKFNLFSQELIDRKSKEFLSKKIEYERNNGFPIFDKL
Numbers without * were called inactive; & = joins results of further samples. These rows are one share of the data; count on the stated rates, not on these rows.

SMILES | mcGAS MS inh
Cc1ccccc1N1CCN(C2CCCN(CCCn3nnnc3C)C2)CC1 (centres undefined) | 35
Cc1cc2nn(CC(=O)N3CCCC3)c(=O)n2c(Nc2ccc(C)c(F)c2)n1 | -10
Cc1ccc(C)c(C(C)NC(=O)c2ccccc2-n2cnnn2)c1 (centres undefined) | 0
CC(=O)c1ccc(S(=O)(=O)N2CCN(C(=O)CN3C(=O)NC4(CCCCC4C)C3=O)CC2)cc1 (centres undefined) | -2
Cc1ccc2n1CCn1cc(-c3ccccc3)cc1-2 | 77*
Cc1ccc(C)c(Cn2c(CCNC(=O)CCC(C)O)nc3ccccc32)c1 (centres undefined) | -1
O[C@H]1C[C@@H]2CN(c3noc(-c4ccccc4)n3)C[C@@H]2C[C@@H]1O | -14
CCn1c(C2CCCN(S(=O)(=O)N3CCCC3)C2)n[nH]c1=O (centres undefined) | -4
CC(=O)Nc1nonc1NC(=O)CSc1nncn1C | -20
Nc1nnc(SCC(=O)c2ccc(F)c(F)c2)s1 | -5
CCN(Cc1noc(CC(C)C)n1)C(=O)c1cnn2cc(C)cnc12 | 0
COc1ccc(C(=O)N2CCC(CCC(=O)Nc3cccc(C)c3)CC2)cc1 | 3
O=C(c1ccco1)N1C(=O)c2cccc3c(S(=O)(=O)N4CCCCC4)ccc1c23 | -5
CCN(C(=O)CN(C)C(C)c1ccc(S(C)(=O)=O)cc1)c1ccccc1 (centres undefined) | 2
CCCCCN(CC(=O)N1CCc2sccc2C1)c1c(N)n(CCCC)c(=O)[nH]c1=O | -1
CCN1C(=Cc2cc(C)[n+](CCOC)c(C)c2)Sc2ccccc21 | -2
O=C1OC(c2ccc(F)cc2)=NC1=Cc1ccc(F)c(F)c1 | -3
COC(=O)N1CCN(C(=O)CSCc2cccc(Cl)c2)CC1 | 1
Cc1ccccc1C1(O)CCN(C(=O)c2coc3c2C(=O)CCC3)C1 (centres undefined) | -16
COc1cc2c(cc1NS(=O)(=O)NCc1ccccc1)n(C)c(=O)n2C | 4
OCc1ccccc1-c1[nH]cnc1-c1ccccc1 | -15
CN1C[C@H](NC(=O)c2ccc(Oc3ccccc3)cc2)C[C@H]1CO | 1
O=C(Nc1cccc(-c2cscn2)c1)C1CCN(Cc2ccon2)CC1 | 2
Cc1noc(Cl)c1CCC(=O)Nc1cc(C(C)(C)C)ccc1O | -40
COc1ccc(N2CCN(C3CCCN(C(=O)C4(O)CCCC4)C3)CC2)cc1 (centres undefined) | -20

Next compounds follow.
SMILES | mcGAS MS inh
CC(=O)NCCC(=O)Nc1ccc(Oc2ccc(C#N)cc2)c(Cl)c1 | 7
O=C(CCNC(=O)c1ccccc1F)NCC1(c2ccccc2)CCOCC1 | -14
Cn1ccsc1=NC(=O)Cn1ccc(C(F)(F)F)n1 | -1
COc1ccc2c(=O)c(-c3cscn3)c(C(F)(F)F)oc2c1 | -8
O=C(OCc1cc(-c2cc3ccccc3o2)on1)c1ccccc1S(=O)(=O)C(F)F | -4
CS(=O)(=O)N1CCCC(C(=O)N(Cc2ccccc2)c2nc3c(F)cccc3s2)C1 (centres undefined) | 5
COCOc1cccc(CN2CCC2(C)C(=O)NCc2cccc(C(F)(F)F)c2)c1 (centres undefined) | -2
Cc1ccccc1C(=O)NCc1ccc(N2CCNC(=O)C2)cc1 | -6
O=C(c1ccc(F)cc1)N1CCCC(OCc2ccccc2)C1 (centres undefined) | -5
CCCn1cnnc1CN(C)Cc1ccnc2ccccc12 | -11
CN(Cc1ncc[nH]1)Cc1ccccc1-c1ccccc1 | -30
CCC(C)(CC(=O)Nc1nccs1)Cc1nc2ccccc2s1 (centres undefined) | 1
FC(F)(F)CCc1ccnc(N2CCN(Cc3ccncc3)CC2)n1 | -6
COc1cc(O)cc(C(=O)c2ccccc2)c1S(=O)(=O)O | -10
Cc1cc(C(=O)CN2C(=O)C(=O)N(CCC3=CCCCC3)C2=O)c(C)n1CC1CCCO1 (centres undefined) | 5
CC(C)n1cnnc1C1CCCN(c2nccnc2C#N)C1 (centres undefined) | -3
COC(CNS(=O)(=O)c1cccc(C)c1)OC | -13
O=C(NNS(=O)(=O)c1ccccc1Cl)c1cncn1-c1ccccc1 | -3
NS(=O)(=O)CCCSCc1ccc(Cl)cc1 | 0
CCn1nc(C)c(CCNC(=O)CC23CC4CC(CC(C4)C2)C3)c1C | -16
Cc1cccc(S(=O)(=O)N2CCC(Cn3cc(CO)nn3)CC2)c1 | -13
CC(=O)Nc1ccc(NC(=O)Cn2c(-c3ccc([N+](=O)[O-])s3)nc3ccccc32)cc1 | -10
Cc1cccnc1CNS(=O)(=O)c1ccc(F)c(C#N)c1 | -7
COc1ccc(CC(=O)NCC2CCCN(C(=O)c3ocnc3C)C2)cc1 (centres undefined) | -1
CC1(C)CC(c2cc(=O)n3[nH]c(-c4cccs4)cc3n2)CCO1 (centres undefined) | 6

Brought forward from above: two compounds, then new ones.
SMILES | mcGAS MS inh
COc1ccc(CC(=O)NCC2CCCN(C(=O)c3ocnc3C)C2)cc1 (centres undefined) | -1
CC1(C)CC(c2cc(=O)n3[nH]c(-c4cccs4)cc3n2)CCO1 (centres undefined) | 6
O=C(N1C[C@@H]2[C@H](C1)[C@H]1CC[C@@H]2O1)C12CC3CC(C1)CC(n1cncn1)(C3)C2 | 12
CCN(Cc1noc(C)n1)C(=O)c1oc2cc(OC)ccc2c1C | -33
CC(OC(=O)C1=COCCO1)C(=O)NC1CCCCC1 (centres undefined) | -3
O=C(CCn1cnc2sc3c(c2c1=O)CCCC3)Nc1ccccc1 | -16
O=S(=O)(NCc1ccccc1)N1CCC(O)CC1 | -7
COc1ccc(C(=O)N/C(=C\c2ccc(Br)cc2)C(=O)N2CCNCC2)cc1 | -2
Cc1cc(C(=O)NC2CC(=O)N(Cc3ccccc3C(F)(F)F)C2)n[nH]1 (centres undefined) | -10
CCCn1c(SCC(=O)Nc2c(C#N)c(C)c(C)n2Cc2ccco2)nnc1-c1ccncc1 | -3
COc1ccc(Cl)cc1N1CC(C(=O)NC2CCCCC2)CC1=O (centres undefined) | -9
Cc1cccc(NC(=O)CCC2CCN(C(=O)Cn3cnnn3)CC2)c1 | -4
CCC1SC(C)C/C(=N/O)C1C (centres undefined) | -9
Cc1nc2c(C)cccn2c(=O)c1NC(=O)c1cccc([N+](=O)[O-])c1C | -12
CCn1nc(CC(C)C)cc1C(=O)NCc1nnc2n1CCC2 | -5
CCC(NC(=O)c1cc(OC)ccc1OC1CCN(C(C)=O)CC1)c1ccncc1 (centres undefined) | -6
COc1cc(NCC2CNCCOC2)ncn1 (centres undefined) | 5
CN(C)S(=O)(=O)N1CCC(n2nccc2NC(=O)Cc2ccccc2)CC1 | -6&-1
CC(=O)N1CCC(C(=O)N2CCc3c(cnn3-c3ccc(Cl)cc3Cl)C2)CC1 | -1
COc1cccc(OC)c1OCCCOc1ccc(Cl)cc1Br | -3
CC1(C)OC(=O)C(=C2C3C4CC5C3C(=C3C(=O)OC(C)(C)OC3=O)C3C2C4C53)C(=O)O1 (centres undefined) | -5
CCc1c(C)[nH]c2c1C(=NOC(=O)C(C)C)CCC2 | -2
Cc1nc2scc(-c3cccs3)c2c(=S)[nH]1 | -3
CCOC(=O)CS(=O)(=O)c1ccc(S(C)(=O)=O)cc1[N+](=O)[O-] | 1
COc1ccc(C(=O)N2CCN3CCNC(=O)C3C2)cc1N1CCOCC1 (centres undefined) | -15
COC(=O)c1cc2c(=O)n(C(C)C)ccc2nc1C | 0
CN1CCCC(C(=O)Nc2ccc(Cl)c(Cl)c2)CC1 (centres undefined) | 0

5 entries from above, with tabs:
canonical_smiles	mcGAS MS inh
COc1ccc(N2CCN(C3CCCN(C(=O)C4(O)CCCC4)C3)CC2)cc1 (centres undefined)	-20
Cc1ccccc1C(=O)NCc1ccc(N2CCNC(=O)C2)cc1	-6
O=C(NNS(=O)(=O)c1ccccc1Cl)c1cncn1-c1ccccc1	-3
CC1(C)CC(c2cc(=O)n3[nH]c(-c4cccs4)cc3n2)CCO1 (centres undefined)	6
O=C(CCn1cnc2sc3c(c2c1=O)CCCC3)Nc1ccccc1	-16

(next part)
SMILES | mcGAS MS inh
OCCN(CCO)c1nc2cc(C(F)(F)F)ccc2s1 | 2
CC1CN(c2ccc(-n3cc(C#N)c(=O)[nH]c3=O)cc2F)CC(C)O1 (centres undefined) | 0
Cc1nc(C(C)C)ncc1C(=O)N1CCC2(CN(C)C(=O)O2)C1 (centres undefined) | -16
CCN(Cc1nc(C)no1)C(=O)c1csc(-c2cccs2)n1 | -21
Cc1sc2ncnc(OCCC#N)c2c1C | -1
Cc1cnc(NCCCN2CCCC2)nc1N(C)C | -3
CN1C2CCCC1CC(NC(=O)c1nn(C)c3ccccc13)C2 (centres undefined) | 0
Cc1cccc(C)c1OC(C)C(=O)O (centres undefined) | -2
CCC(=O)N1N=C(c2ccccc2)CC1c1ccccc1[N+](=O)[O-] (centres undefined) | 4
CC(C)N1C(=O)c2ccc(C(=O)N3CCCC(C(=O)NCC4CC4)C3)cc2S1(=O)=O (centres undefined) | -22
COc1ccc2oc(=O)c(-c3nnc(Nc4cccc5ccccc45)s3)cc2c1 | -9
Cc1ccccc1CN1CCN(c2ncc(C(=O)Nc3cccnc3)s2)C1=O | -3
O=S(=O)(O)c1nnc2n(Cc3ccccc3)c3ccccc3n12 | 0
COc1ccc(NC(=O)c2sc3nc(-c4ccccc4)cc(C(F)(F)F)c3c2N)cc1 | 0
O=C1c2ccccc2C(O)N1CCCn1ccnc1C(O)C(F)(F)F (centres undefined) | -3
O=C(O)c1ccc(N=Nc2c(-c3ccccc3)[nH]n(-c3ccc([N+](=O)[O-])cc3)c2=O)cc1 | 76*
Cc1cc(NC(=O)CC(C)C)nc2c1c(=O)oc1ccccc12 | -11
Cn1c(=O)c(C(=O)COc2ccc(F)cc2Cl)c(N)n(Cc2ccccc2)c1=O | -1
CCCCCC(=O)NS(=O)(=O)c1sc(C)nc1C | 3
Cc1cccc(N2CCN(C(=O)CCc3c(C)nc4nc(N)nn4c3C)CC2)c1C | -15
O=S1(=O)CCC(=NNc2nc3ccccc3[nH]2)c2cc(F)ccc21 | 50
C=CCNC(=S)NN=C1CCc2ccccc21 | -6
CCOC(=O)Cc1n[nH]c(CNc2ccccc2)n1 | 0
COC(=O)C1CN(c2ccc(OC)cc2)N=C1C(C)=O (centres undefined) | 1
COC(=O)CC(C)C(=O)N1CCC(n2cccc2)CC1 (centres undefined) | 0

More compounds.
SMILES | mcGAS MS inh
CCn1c(C2CCCN(S(=O)(=O)CCc3ccncc3)C2)nn(C)c1=O (centres undefined) | -36
O=C(O)CC(c1ccc(F)cc1F)c1c[nH]c2ccccc12 (centres undefined) | -4
CN1CCN(C(=CC#N)c2ccc(F)cc2)CC1 | -4
CCNc1nc(OCCO)nc(N(C)C)n1 | -11
O=c1c2c3c(sc2ncn1-n1cccc1)CCCC3 | -47
NC(=O)CN1c2cccc3cccc(c23)S1(=O)=O | 0
CCOCCOC(=O)C1=C(C)N(C)C(=O)NC1c1cc(Cl)c(O)c(OC)c1 (centres undefined) | -6
O=C1/C(=C\c2ccccc2C(F)(F)F)CCc2[nH]c(=O)ccc21 | -35
COc1ccc(/C=C2/C(=O)Nc3ccccc32)c(OC)c1 | 0
Cc1nc2sccn2c1CNC1CCN(CC2CCCC2)CC1 | -7
Cn1nnnc1SCC(=O)Nc1cc(F)ccc1F | -4
COC(=O)c1ccccc1NC(=O)CSc1nnnn1C1CC1 | -2
CCn1nc(C)c(NS(=O)(=O)c2cc(C(=O)O)cc(F)c2C)c1C | -15
CCN1CCCC1CN(CC1CCN(CCOC)CC1)C(=O)c1cnn(CC)c1 (centres undefined) | -5
Cn1c(C2CC2)nn(CN2CCOC3CCCCC32)c1=S (centres undefined) | 1
Cc1cccn2c(=O)c3cc(C(=O)N(C)C4CCCCC4)sc3nc12 | 5
Cc1cc(C)c(NC(=O)CCCS(=O)Cc2nnsc2Cl)c(C)c1 (centres undefined) | -13&-8
O=C1CN(C(=O)CNC2CCCc3ccccc32)c2ccccc2N1 (centres undefined) | -9&-8
CCCC1CCc2c(sc(NC(=O)Nc3ccccc3)c2C#N)C1 (centres undefined) | -3
O=C1NCCN2CCN(C(=O)Nc3ccc(-c4ccccc4)cc3)CC12 (centres undefined) | -3
OC(CN1CCc2c(ncn2C2CC2)C1)Cn1cccn1 (centres undefined) | -6
CN1C(=O)NC(c2cccc(Cl)c2Cl)C2=C1CN(CC(=O)O)C2=O (centres undefined) | -4
O=C(O)c1cnc(N2CC[C@@H](N3CCCCCC3)[C@H](O)C2)c(Cl)c1 | -21
CSCC[C@@H](CO)n1ccnc1-c1oc2ccccc2c1C | -12
CC1CC1C(=O)OCC(=O)NC(=O)NC1CCCCC1 (centres undefined) | -12

By substructure, the compounds so far with a CF3 group
SMILES | mcGAS MS inh
Cn1ccsc1=NC(=O)Cn1ccc(C(F)(F)F)n1 | -1
COc1ccc2c(=O)c(-c3cscn3)c(C(F)(F)F)oc2c1 | -8
COCOc1cccc(CN2CCC2(C)C(=O)NCc2cccc(C(F)(F)F)c2)c1 (centres undefined) | -2
FC(F)(F)CCc1ccnc(N2CCN(Cc3ccncc3)CC2)n1 | -6
Cc1cc(C(=O)NC2CC(=O)N(Cc3ccccc3C(F)(F)F)C2)n[nH]1 (centres undefined) | -10
OCCN(CCO)c1nc2cc(C(F)(F)F)ccc2s1 | 2
COc1ccc(NC(=O)c2sc3nc(-c4ccccc4)cc(C(F)(F)F)c3c2N)cc1 | 0
O=C1c2ccccc2C(O)N1CCCn1ccnc1C(O)C(F)(F)F (centres undefined) | -3
O=C1/C(=C\c2ccccc2C(F)(F)F)CCc2[nH]c(=O)ccc21 | -35

Additional structures.
SMILES | mcGAS MS inh
COc1ccc(/C=C2/C(=N)N3N=C(c4ccc(C)cc4)SC3=NC2=O)cc1 | -4
COc1ccccc1NC(=O)C(C)N1CCCCC1 (centres undefined) | -15
Cn1c(O)c(N=NC(=O)C2COc3ccccc3O2)c2ccccc21 (centres undefined) | -11
Cn1cc(CC2CCN(C(=O)NCc3cc4ccccc4[nH]3)C2)cn1 (centres undefined) | -19
CSC(=S)N/N=C(/C)c1ccncn1 | -2
CCOC(=O)c1nn(-c2ccccc2C)c(=O)cc1N1CCN(Cc2ccccc2)CC1 | -7
CCOC(=O)C1(Cc2cccc(Cl)c2)CCCN(Cc2nccn2CC)C1 (centres undefined) | -6
O=C(c1ccc[nH]c1=O)N1CCc2[nH]nc(C(c3ccccc3)c3ccccc3)c2C1 | -9
Fc1ccc(Nc2nc(N3CCOCC3)c3[nH]cnc3n2)cc1 | -4
